Bioassay records deposited in PubChem by several laboratories.
TWEAK-Fn14 inh – blocks TWEAK-Fn14 interaction in a reporter cell assay; TWEAK-stimulated Fn14 reporter cells, luciferase luminescence, 8 h; inhibition, % at 10 µM; 360,000 compounds, 2% hits; AID 1159606; in the data active = inhibition above about 50%
LRH-1 inv ag – NR5A2 inverse agonism in reporter assay | O00482 | HEK293T StAR-luciferase reporter, LRH-1 transfected, 24 h | inhibition, % at 3.6 µM | 360,000 compounds, 0.13% hits;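 active = inhibition above the mean inhibition of all tested compounds plus 3 SD, cut at about 73% in these data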;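 also: 0% = DMSO wells and 100% = reporter-only cells lacking LRH-1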
Target sequence (O00482 whole entry, looked up): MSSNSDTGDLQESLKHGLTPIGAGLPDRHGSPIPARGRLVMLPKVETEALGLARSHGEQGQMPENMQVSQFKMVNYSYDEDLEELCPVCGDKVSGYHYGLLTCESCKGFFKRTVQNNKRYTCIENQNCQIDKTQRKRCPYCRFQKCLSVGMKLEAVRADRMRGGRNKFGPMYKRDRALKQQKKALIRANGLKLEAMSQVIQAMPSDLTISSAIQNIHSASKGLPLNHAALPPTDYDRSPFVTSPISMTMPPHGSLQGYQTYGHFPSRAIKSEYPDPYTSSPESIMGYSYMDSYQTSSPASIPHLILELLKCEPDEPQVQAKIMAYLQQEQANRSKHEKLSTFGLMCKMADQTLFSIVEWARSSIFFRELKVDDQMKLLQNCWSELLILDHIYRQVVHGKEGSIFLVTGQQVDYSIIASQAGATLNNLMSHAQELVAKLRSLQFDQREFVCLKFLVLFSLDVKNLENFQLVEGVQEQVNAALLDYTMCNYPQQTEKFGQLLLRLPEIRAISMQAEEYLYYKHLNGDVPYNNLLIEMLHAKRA
SRC3 inh – inhibitors of human steroid receptor coactivator 3 (SRC3); Q9Y6Q9; HEK293 GAL4-SRC3 luciferase reporter, luminescence; inhibition, % at 3.6 µM; 360,000 compounds, 0.17% hits;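 active = inhibition above a per-campaign cutoff, the mean of all compounds plus 3 SD, cut at about 60% in these data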;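 also: 0% = DMSO-treated cells and 100% = gossypol-treated cells at 36 µM; higher means less SRC3-driven luciferase light from the GAL4 reporter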
NOD2 RIPK2 PPI – NOD2-RIPK2 protein interaction inhibition. O43353. CHO BLA complementation NOD2-RIPK2, CCF4 ratio. inhibition, % at 4.98 µM. 360,000 compounds, 0.38% hits. AID 624267; in the data active = inhibition above about 21%;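 also: 0% = vehicle only and 100% = reference blocker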
SRC2 inh – human SRC2 (NCOA2) inhibition; Q15596; HEK293 GAL4-SRC2 luciferase reporter, luminescence; inhibition, % at 9 µM; 370,000 compounds, 0.17% hits; AID 651957;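 active = inhibition above the mean inhibition of all tested compounds plus 3 SD, set per campaign, cut at about 52% in these data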;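 also: 0% = DMSO treated cells and 100% = cells given Gossypol at 36 µM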
NCOA1 inh – inhibitors of human steroid receptor coactivator 1 (SRC1); 360,000 compounds, 0.12% hits; inhibition, % at 3.6 µM; HEK293 GAL4-SRC1 luciferase reporter, luminescence;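 active = inhibition above the campaign mean plus 3 SD, with each screening campaign given its own cutoff, cut at about 60% in these data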;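 also: 0% = DMSO treated cells and 100% = gossypol at 36 µM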
TROY signal inh – blocks TROY-dependent signaling in reporter cells | Q293 LMP1-TROYcd NF-kB luciferase reporter, 4 h | inhibition, % at 10 µM | 360,000 compounds, 0.98% hits;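 active = compounds whose plate-normalised and pattern-corrected inhibition of the luciferase reporter signal at the single screening dose is 50% or more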
NR2F2 inh – blocks human COUP-TFII nuclear receptor; 370,000 compounds, 0.7% hits; HEK293T NGFI-A luciferase reporter, luminescence; P24468; inhibition, % at 8.6 µM;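 active = inhibition above a per-plate cutoff, mean inhibition of test wells between control levels plus 3 SD, cut at about 38% in these data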;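 also: cells cotransfected with COUP-TFII expression vector driving the NGFI-A reporter; 0% = median of COUP-TF2 test wells and 100% = reporter-only cells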
Target sequence (P24468 whole entry, looked up): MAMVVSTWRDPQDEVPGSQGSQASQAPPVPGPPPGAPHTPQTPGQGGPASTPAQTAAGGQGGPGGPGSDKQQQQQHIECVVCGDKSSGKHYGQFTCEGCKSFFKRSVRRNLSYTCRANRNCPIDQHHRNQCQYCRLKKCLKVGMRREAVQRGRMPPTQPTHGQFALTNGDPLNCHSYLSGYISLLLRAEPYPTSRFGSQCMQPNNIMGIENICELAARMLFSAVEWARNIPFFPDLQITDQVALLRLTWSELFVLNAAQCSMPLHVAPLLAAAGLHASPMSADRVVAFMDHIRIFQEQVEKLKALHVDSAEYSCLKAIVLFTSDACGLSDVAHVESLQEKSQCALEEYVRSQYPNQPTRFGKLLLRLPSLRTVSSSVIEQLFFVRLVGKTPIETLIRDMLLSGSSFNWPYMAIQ
TLR9-MyD88 inh – TLR9-MyD88 interaction inhibition; Q9NR96+Q99836; CHO BLA complementation TLR9-MyD88, CCF4 FRET ratio; inhibition, % at 4.98 µM; 340,000 compounds, 0.21% hits;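 active = inhibition above the mean over all tested compounds plus 3 SD, cut at about 21% in these data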;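 also: 0% = DMSO only wells and 100% = clavulanate BLA inhibitor control wells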
C8 TRAIL sens – caspase-8 TRAIL sensitization; inhibition (viability loss, TRAIL sensitization), % at 10 µM; AID 624354; 360,000 compounds, 1% hits; NB7+C8 cells + TRAIL, ATPlite viability luminescence;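 active = compounds causing at least 50% loss of cell viability in the single-dose screen, relative to plate controls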
LMP1 NFkB inh – reduces LMP1-driven NF-kappaB luciferase signal. LMP1-induced NF-kappaB luciferase reporter cells, luminescence. inhibition, % at 12.5 µM. 350,000 compounds, 0.69% hits; in the data active = inhibition above about 41%;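 also: 0% = neutral control wells and 100% = reference inhibitor control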
* = called active by the depositor; / = no result given.

SMILES	TWEAK-Fn14 inh	LRH-1 inv ag	SRC3 inh	NOD2 RIPK2 PPI	SRC2 inh	NCOA1 inh	TROY signal inh	NR2F2 inh	TLR9-MyD88 inh	C8 TRAIL sens	LMP1 NFkB inh
O=C(NC1CCCC1)C1CC(=O)N(c2ccc(F)c(Cl)c2)C1 (centres undefined)	1	2	11	-8	0	-1	-19	-3	1	9	4
Cc1cccc(C)c1NC(=O)Nc1ccc(S(N)(=O)=O)cc1	0	2	-1	-16	-6	-19	3	-5	-1	-28	-4
Cc1onc(-c2ccccc2)c1C(=O)NCc1ccc(F)cc1	-11	-12	11	-9	-13	-22	-2	9	6	-9	-5
CCOc1ccccc1NC(=O)Cn1c(=O)n(-c2ccccc2)c(=O)c2oc3ccccc3c21	-25	13	15	-4	-4	-7	1	6	-1	-4	-11
C=CCN(CC=C)S(=O)(=O)c1ccc(NC(=S)NC(=O)c2ccc(-c3ccccc3)cc2)cc1	18	7	-20	-5	3	-18	-23	-5	1	11	6
N#Cc1c(/N=C/c2ccc(-c3ccc(C(=O)O)c(Cl)c3)o2)sc2c1CCCC2	2	6	8	-1	-4	3	-21	-6	3	3	3
CCCNC(=O)CSc1nccn1Cc1ccco1	-9	1	-14	9	-25	-13	8	11	-7	-3	0
Cc1ccc(C2SCCN2C(=O)c2ccc([N+](=O)[O-])cc2)cc1 (centres undefined)	-15	21	11	-10	-17	8	-6	8	-4	8	-1
CCOC(=O)C1=C(C)N(C)C(=O)NC1c1c(OC)ccc2ccccc12 (centres undefined)	-4	11	6	-5	-6	2	-46	-10	0	-15	-18
COc1cccc(CN2CCC2(C)C(=O)Nc2cccc3cccnc23)c1F (centres undefined)	1	8	11	1	16	20	16	-4	/	17	/
C=CC(C)(C)c1cc2cc3ccoc3cc2oc1=O	-19	9	-16	2	-22	-10	-40	-11	8	5	-3
CC(=O)C1=C(C)NC(SCC(N)=O)=C(C#N)C1c1cccs1 (centres undefined)	18	0	14	-2	16	12	-9	6	6	-6	2
O=C(CN1C(=O)NC2(CCCCC2)C1=O)Nc1cc(C(F)(F)F)ccc1N1CCOCC1	-16	3	5	-13	-6	18	1	13	-8	-2	-3
CC(=O)Nc1ccc(S(=O)(=O)NCc2ccncc2)cc1	2	-4	9	-1	27	-3	3	17	-11	6	8
C=C1C(=O)[C@]23C[C@H]1CC[C@H]2[C@]1(C)[C@@H](OC(C)=O)CC[C@@](C)(C(=O)O)[C@H]1C[C@@H]3O	79*	-47	13	14	11	-7	27	3	/	0	/
O=C1[C@@H]2C(c3cccnc3)=NO[C@@H]2C(=O)N1c1ccc2ccccc2c1	11	-11	-15	-8	1	0	25	-15	0	-1	5
O=C(c1ccc2nc(Cc3cccc(Cl)c3)oc2c1)N1CCC[C@H]1CO	-10	3	1	4	23	9	-7	10	-17	-7	4
O=C(CCSc1nc(-c2ccc3c(c2)OCO3)cc(C(F)(F)F)n1)NCc1ccccc1	-35	-14	11	3	-4	-14	12	-5	13	4	-6
O=C(NCC(=O)N1CCN(c2ncc(C(F)(F)F)cc2Cl)CC1)c1ccc(Br)o1	3	21	12	0	-17	-10	6	-10	-3	11	9
COc1cccc(N2CC(C(=O)Nc3nnc(SCc4cccnc4)s3)CC2=O)c1 (centres undefined)	18	-6	8	-5	9	-3	6	10	-5	-17	5
COc1ccc(CCNc2cc(C)nc3c(-c4ccccc4)c(C)nn23)cc1OC	12	4	4	-12	15	3	15	14	-10	-1	1
CCc1nnc(NC(=O)CSc2nc(-c3ccc(F)cc3)cc(-c3ccccc3)c2C#N)s1	-11	-1	13	-2	8	-20	-5	-13	6	1	-16
CN(C)S(=O)(=O)c1ccc(C(=O)Nc2ccc3c(c2)CCC3)cc1	-14	-57	-65	-1	-47	-51	-29	-2	-10	7	-9
CC1(c2ccccc2)NC(=O)N(CC(=O)Nc2ccccc2N2CCCCC2)C1=O (centres undefined)	-16	1	8	-12	6	-15	5	-24	-1	-10	-7
O=C(Cc1ccc(F)cc1)NC1CCS(=O)(=O)C1 (centres undefined)	-14	7	-13	4	-8	0	-14	2	-7	6	-3
CN1C(N)=NC(=O)/C1=C/c1ccc(OC(F)(F)F)cc1	-21	-15	5	-3	-16	5	2	-27	-8	-11	1
Cc1cc(C(=O)NC(Cc2c[nH]c3ccccc23)C(=O)O)c(C)o1 (centres undefined)	10	11	16	6	-9	13	2	2	4	7	-5
CSc1ccccc1NC(=O)CN(C)C(C)C(=O)Nc1ccc(C#N)cc1 (centres undefined)	-6	33	15	-1	7	-2	-3	-15	2	-1	0
CCN(C(=O)COC(=O)c1ccc(Br)o1)C1CCCCC1	1	6	7	0	23	2	0	-6	-4	-4	5
CC(=O)Nc1ccc(-c2ccnc3c2CC(C)(C(=O)NC(C)C)O3)cc1 (centres undefined)	6	-1	2	-7	24	-3	13	-2	/	-18	/

For convenience, 2 of the compounds above.
SMILES	TWEAK-Fn14 inh	LRH-1 inv ag	SRC3 inh	NOD2 RIPK2 PPI	SRC2 inh	NCOA1 inh	TROY signal inh	NR2F2 inh	TLR9-MyD88 inh	C8 TRAIL sens	LMP1 NFkB inh
COc1ccc(CCNc2cc(C)nc3c(-c4ccccc4)c(C)nn23)cc1OC	12	4	4	-12	15	3	15	14	-10	-1	1
CCc1nnc(NC(=O)CSc2nc(-c3ccc(F)cc3)cc(-c3ccccc3)c2C#N)s1	-11	-1	13	-2	8	-20	-5	-13	6	1	-16

(further entries)
SMILES	TWEAK-Fn14 inh	LRH-1 inv ag	SRC3 inh	NOD2 RIPK2 PPI	SRC2 inh	NCOA1 inh	TROY signal inh	NR2F2 inh	TLR9-MyD88 inh	C8 TRAIL sens	LMP1 NFkB inh
Cc1cccc(CN2CCN(Cc3nc4c(s3)CCCC4)CC2CCO)n1 (centres undefined)	8	-2	11	0	-1	17	8	-12	-4	-3	5
CCCCCCCCCc1nc2sc3c(c2c(=O)n1NC(=O)c1ccccc1[N+](=O)[O-])CC(C)(C)OC3	49	-13	11	-6	8	6	58*	3	-7	-8	-3
CC(C)Cn1c(=S)[nH]c2cc(Cl)ccc21	0	12	-10	9	0	-7	10	6	2	-18	-3
O=C1NN(c2ccccc2)C(=O)C2C1C1C=CC2C12CC2 (centres undefined)	-3	-13	8	-12	-14	-43	-16	-2	-1	-5	2
O=C(c1ncc[nH]1)c1ccccc1Cl	9	-3	4	-10	-10	-9	15	-4	-6	-2	3
CC(=O)N1CCN(S(=O)(=O)c2cccc(C(=O)OCC(=O)N3CC(=O)Nc4ccccc43)c2)CC1	-10	-9	3	-1	2	-36	10	3	2	-3	7
CCN(CC)CCN(C(=O)c1cc2ccccc2cc1OC)c1nc2ccc(F)cc2s1	-30	1	4	-6	-3	-15	-5	-4	3	10	-2
O=C(NCC1CCCO1)C1CCN(C2CCN(Cc3ccco3)CC2)CC1 (centres undefined)	5	-9	15	3	-1	3	11	1	-9	-6	-1
Cc1cc(C)n(Cc2ccc(C(=O)NN)o2)n1	-13	-2	20	-9	4	2	11	5	-4	-4	-6
CCCCn1c(SCC(=O)N2CCOCC2)nnc1-c1ccoc1C	8	-4	9	-15	-8	-9	-19	-14	-11	-17	-1
CC(=O)c1c(N2CCOCC2)nc2ccc(Cl)cc2c1-c1ccccc1	-1	14	25	-1	-14	-11	12	12	1	-2	-4
COc1ccc2oc(C(=O)OCC(=O)N(C)Cc3ccccc3)c(C)c2c1	-3	-4	2	3	11	2	2	14	-3	-1	-1
Cc1ccc(C(=O)N/N=C2\CC3CC=CC23)c(C)c1 (centres undefined)	13	-30	-19	-1	-36	-53	-20	-5	-9	-7	-3
CN1c2cccc3cccc(c23)N(C)C1c1cccs1	28	19	-6	-2	1	13	12	1	-5	-7	1
Cc1ccc(C(=O)NCCCNCCCN(C)C)cn1	-4	6	3	0	-14	-12	4	5	-4	-12	6
CC(=O)N1C2=CCCC3CCCCC23c2ccccc21 (centres undefined)	11	-30	-28	-6	10	-11	3	-6	-12	-5	0
Cn1c(CNc2ccc(Cl)cc2)nnc1SCCN1CCCCC1	-1	-13	14	-3	-29	-3	9	3	7	3	-2
CC1(C)Cc2c(c(N3CCOCC3)nc3sc(C(=O)Nc4ccccc4)c(N)c23)CO1	-27	-54	-52	-6	-28	-113	-51	-32	-5	-4	-16
CCC1CCCCN1S(=O)(=O)c1ccc(NC(=O)c2snnc2C)cc1 (centres undefined)	19	13	24	5	-3	-3	10	16	-4	7	5
O=C(NCCCN1CCOCC1)c1ccc2nc(Cc3cccc(Cl)c3)oc2c1	-4	10	6	-15	-10	-51	6	-3	2	-11	2
CCOC(=O)C(=O)Nc1nnc(CCc2ccccc2)s1	8	16	4	10	-13	2	-19	-9	1	1	-61
O=C(Nc1nc2ccccc2n1CCN1CCOCC1)c1ccc(Cl)cc1	3	-14	-15	-12	-20	-11	-53	-10	1	-11	-12
C[C@H]1CN([C@@H](C)CO)S(=O)(=O)c2ccc(Br)cc2O[C@@H]1CN(C)C(=O)Nc1ccc2c(c1)OCO2	-4	-12	-10	0	-28	-14	-8	10	5	18	3
CC(=O)c1ccc(S(=O)(=O)N(C)C(C)CCc2ccco2)cc1 (centres undefined)	16	-8	-5	3	-11	-5	-6	8	1	-17	-2
Cc1cc(C)c2cc(C#N)c(SCC(=O)NCc3ccco3)nc2c1	-22	-34	-18	6	-13	-31	-3	8	-3	-1	-4
N#Cc1ccccc1CSc1ccccn1	4	-13	-21	-28	-20	4	-20	-13	-7	-4	10
CC(C)(C)OC(=O)CNC(=O)c1nc[nH]c1C(=O)N1CCc2ccccc2C1	3	25	-7	1	5	-14	2	-2	3	9	-2
COc1cccc(F)c1C(C[N+](=O)[O-])c1c(N)n(C)c(=O)n(C)c1=O (centres undefined)	58*	8	45	14	45	12	43	-7	9	28	-7
Cc1cc(C)cc(OCc2nnc(SCC(=O)c3ccccc3)o2)c1	5	5	2	5	-8	-4	-11	3	4	-10	4
O=C(Nc1ccc(N2CCOCC2)c(S(=O)(=O)Nc2ccc(Cl)cc2)c1)c1cnccn1	-8	11	-3	-6	3	1	-4	-5	-5	11	-6
Cc1ccc(NS(=O)(=O)c2ccc(N3C(=O)CCC3=O)cc2)cc1	-6	-3	10	2	20	5	0	6	5	-27	-4
O=C1CCC(C(=O)N2CCN(c3cnccn3)CC2)CN1CCc1ccccc1 (centres undefined)	-4	-6	-18	-6	-10	-14	-19	9	5	-24	-3
CCOc1ccc2nc(NC(=O)c3cccc(-c4cc5ccccc5oc4=O)c3)sc2c1	-79	-36	-17	-8	-50	-7	-3	-7	-11	71*	-2
O=C(N/N=C/c1cn(Cc2cccc(F)c2)c2ccccc12)c1cc(O)cc(O)c1	-2	6	16	-12	-49	13	-18	-6	2	6	1
CC1CC(C)(C)CC2(C1)NC(=O)N(CC(=O)N(C)Cc1nc3ccccc3c(=O)[nH]1)C2=O (centres undefined)	21	7	9	0	5	-15	3	17	0	11	7
Cc1cccc[n+]1C1C(c2ccc([N+](=O)[O-])cc2)C(C#N)=C(C(=C=[N-])C#N)NC1(O)C1CC1 (centres undefined)	9	-1	-1	-6	-4	14	6	2	-1	-6	-1
O=C(O)CCSc1nnc(SCC(=O)NC2CCS(=O)(=O)C2)s1 (centres undefined)	20	-5	-2	-9	5	-3	-6	4	-8	-9	-2

An excerpt; the hit share may differ from the screen's.
